IL2 activator = qHTS of IL-2 Activators. actives 0.065% (n = 360,000). IL-2 activation reporter assay, cell-based qHTS; stimulated with anti-CD3/CD4/CD28 beads; in transgenic mouse T cells. activation, % (series mostly up to about 46 µM); in the data active = activation above about 50%; inconclusive = mostly about 30% to 49%; note: 0% is about no effect
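Unstimulated transgenic mouse T cells, 750 per well, received compound and, after 60 minutes, anti-CD3/anti-CD4 bead plus anti-CD28 stimulation. EGFP and DsRed were quantified after 18 hours.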
A549 viability = Nrf2 qHTS screen for inhibitors: counterscreen for cytotoxicity; A549 ARE-Fluc cells, CellTiter-Fluor viability, 18-24 h; Potency, µM (highest dose often 46 µM), for inactives: at the top dose activity change, negative = cytotoxicity, hits mostly inhibitors; actives 0.16% (n = 390,000); note: potency is the fitted concentration of half-maximal effect; % is set by controls: 0 for no effect and ±100 for the full control effect
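A549 ARE-Fluc cells in 5% FBS OPTI-MEM, 5000 cells/well, rested 2 h then exposed to compounds in concentration-response for 18-24 h at 37 °C. Viability by CellTiter-Fluor fluorescence (Ex 405/Em 525) after 30 min; luciferase luminescence (BugLite, 15 min, RT) read afterwards.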
S2 tox = Viability Counterscreen for Primary qHTS for Inhibitors of ATXN expression; Potency, µM (series often up to 56.7 µM), usual class: cytotoxic; actives 0.49% (n = 400,000); S2 cells (HEK-293 line with an ATXN2-luciferase reporter) viability, CellTiter-Fluor protease fluorescence, 24 h; note: potency is the fitted concentration of half-maximal effect; nearly all actives have a fitted effect of over 40% in size
TGFb inhibitor = qHTS for Inhibitors of TGF-b; HepG2 CAGA-GFP TGF-b/SMAD3 reporter, GFP fluorescence, 18 h; TGF-beta stimulated, 500 pg/mL final; Potency, µM (highest dose often 46.1 µM), for inactives: at the highest dose activity, negative = inhibition, usual class: inhibitors; actives 1.2% (n = 410,000); AID 588855, 2011; note: potency is the fitted concentration of half-maximal effect; % is set by controls: 0 for no effect and ±100 for the full control effect; nearly all actives have a fitted effect of over 65% in size
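HEPG2 CAGA-GFP reporter cells (1000/well, DMEM with 1% FBS) received compounds, then recombinant TGF-beta at 500 pg/mL final for 18 hours at 37 degrees C. Per-cell GFP summed per well was normalised to unstimulated and stimulated DMSO controls before curve fitting.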
EPAC2 ag = qHTS for Agonist of cAMP-regulated guanine nucleotide exchange factor 4 (EPAC2): primary screen; EPAC2 activation, biochemical qHTS; response scale: 100% = 6.5 mM cAMP response; Potency, µM (doses to about 154 µM), without a hit: at the top dose activation, most hits filed as activators; actives 0.079% (n = 360,000); AID 720711, 2013; note: potency is the fitted concentration of half-maximal effect; nearly all actives have a fitted effect of over 50% in size
Target sequence (Q8WZA2 whole entry, looked up): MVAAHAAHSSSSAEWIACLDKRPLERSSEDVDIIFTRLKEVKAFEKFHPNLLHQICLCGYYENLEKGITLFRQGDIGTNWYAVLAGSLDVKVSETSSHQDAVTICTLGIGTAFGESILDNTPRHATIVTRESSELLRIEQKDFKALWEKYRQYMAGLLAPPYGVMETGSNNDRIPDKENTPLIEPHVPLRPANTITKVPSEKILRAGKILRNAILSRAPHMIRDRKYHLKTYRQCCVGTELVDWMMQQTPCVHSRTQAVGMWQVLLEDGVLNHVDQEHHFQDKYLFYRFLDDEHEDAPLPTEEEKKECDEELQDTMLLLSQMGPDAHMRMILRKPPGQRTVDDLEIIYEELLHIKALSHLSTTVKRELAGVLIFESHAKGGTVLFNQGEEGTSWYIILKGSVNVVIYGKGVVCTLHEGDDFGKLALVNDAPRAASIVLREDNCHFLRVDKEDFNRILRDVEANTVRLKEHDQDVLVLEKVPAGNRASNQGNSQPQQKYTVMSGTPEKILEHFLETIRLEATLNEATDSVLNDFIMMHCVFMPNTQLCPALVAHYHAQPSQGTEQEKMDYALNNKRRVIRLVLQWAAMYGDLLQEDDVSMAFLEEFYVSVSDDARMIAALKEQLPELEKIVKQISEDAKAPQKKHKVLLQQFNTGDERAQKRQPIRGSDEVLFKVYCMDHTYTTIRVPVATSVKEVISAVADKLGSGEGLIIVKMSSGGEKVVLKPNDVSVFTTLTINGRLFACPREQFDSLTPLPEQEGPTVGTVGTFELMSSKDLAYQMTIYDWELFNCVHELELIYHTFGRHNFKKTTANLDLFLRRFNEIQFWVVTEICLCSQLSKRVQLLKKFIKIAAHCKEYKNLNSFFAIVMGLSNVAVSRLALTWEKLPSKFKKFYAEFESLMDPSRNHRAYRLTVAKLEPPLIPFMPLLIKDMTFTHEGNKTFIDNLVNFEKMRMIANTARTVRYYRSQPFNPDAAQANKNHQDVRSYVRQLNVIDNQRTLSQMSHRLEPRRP
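EPAC2 (100 nM) mixed with Rap1B loaded with BODIPY-GDP (250 nM) plus 50 uM unlabeled GDP; compounds pinned in, 5 min RT, then read every 5 min for 30 min (ex 480, em 540 nm). Normalized to cAMP control.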
Nrf2 activator = qHTS of Nrf2 Activators; AREc32 ARE-luciferase reporter (MCF7-derived line), luminescence, 24 h; Potency, µM (titrated, usually from 46.1 µM), for the others: at the top dose activation, hits mostly activators; actives 0.31% (n = 410,000); AID 624171, 2012; note: potency is the fitted concentration of half-maximal effect; % of control where 0% means no effect; nearly all actives have a fitted effect of over 65% in size
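AREc32 cells carrying an ARE-driven firefly luciferase, 1000 cells/well in OPTI-MEM with 5% FBS, dosed after overnight attachment and incubated 24 hr at 37 deg C. Steady-Glo luminescence read after 30 min at RT.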
Nrf2 block = Nrf2 qHTS screen for inhibitors. A549 ARE-Fluc reporter, luciferase luminescence, 18-24 h. Potency, µM (series often up to 46 µM), inactives show top-dose activity change, negative = inhibition, actives largely listed as inhibitors. actives 2.1% (n = 360,000); note: potency is the fitted concentration of half-maximal effect; % is set by controls: 0 for no effect and ±100 for the full control effect; nearly all actives have a fitted effect of over 60% in size
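A549 ARE_Fluc cells, 5000/well, 5% FBS OPTI-MEM; compounds in dose-response, 18-24 h at 37 °C/5% CO2; CellTiter-Fluor viability read (Ex 405/Em 525), then BugLite luciferase luminescence = Nrf2 activity.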
ATXN2 expr inh = Primary qHTS for Inhibitors of ATXN expression; Potency, µM (series often up to 57 µM), without a hit: at the top dose activity change, negative = inhibition, hits mostly inhibitors; AID 1745845, 2022; actives 0.72% (n = 360,000); HEK-293 ATXN2-luciferase reporter, luminescence, 24 h; note: potency is the fitted concentration of half-maximal effect; % is set by controls: 0 for no effect and ±100 for the full control effect; nearly all actives have a fitted effect of over 55% in size
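ATXN2-luciferase reporter cells (luciferase flanked by upstream and downstream ATXN2 gene portions) were treated 24 h at 37 °C with compounds at up to 57 uM. SteadyGlo luminescence gave expression; GF-AFC fluorescence gave viability.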
HepG2 viability = qHTS for Inhibitors of TGF-b: Cytotox Counterscreen | AID 588856, 2011 | HepG2 CAGA-GFP viability, ATP luminescence, 18 h | Potency, µM (top dose mostly 46.1 µM), without a hit: at the highest dose activity change, negative = cytotoxicity, actives largely listed as cytotoxic | actives 0.76% (n = 410,000); note: potency is the fitted concentration of half-maximal effect; some results filed as inactive show a strong effect at the top dose
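CellTiter-Glo luminescence gave cytotoxicity after 18 hours at 37 degrees C. The cells were HepG2 CAGA-GFP in 1% FBS DMEM, stimulated with 500 pg/mL TGF-beta after compound addition. %Activity was normalised to no-cell wells (complete cell-killing) and DMSO (no toxicity), and curves were fitted and classified.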
Active calls of the source: *; i = inactive; ? = inconclusive; · = no result given; & = joins results of further samples; [ ] = dose if it differs, or a comment. Unless noted, calls come from the whole dose curve; as a rule, active = well fitted curve in the direction sought with a large enough effect; inconclusive = small, poorly fitted or top-dose-only effect, or another doubt; inactive = no such curve, though single readings can be large; an effect the other way counts as inactive or inconclusive.

SMILES | IL2 activator | A549 viability | S2 tox | TGFb inhibitor | EPAC2 ag | Nrf2 activator | Nrf2 block | ATXN2 expr inh | HepG2 viability
CCS(=O)(=O)c1nc(S(=O)(=O)c2ccc(C)cc2)c(N2CCN(C)CC2)s1 | -0.9 | 1% | · | -28% | 7% | 28% | 8% | · | -14%
Cc1ccc(NC(=O)COC(=O)c2ccc(CN3CCCC3=O)cc2)c(Cl)c1 | -2.9 | 0% | i | -11% | 2% | -0.5% | 7% | -11% | -4%
O=C(NCc1ccco1)C1CCCCN1S(=O)(=O)c1ccc(F)cc1 (stereo not given) | 0.9 | -4% | i | -4% | -5% | 0.3% | -8% | -11% | 3%
CC1CCC2(CC1)NC(=O)N(CC(=O)NC1CCCCC1C)C2=O (stereo not given) | -2.7 | -7% | i | 20% | -4% | -0.1% | -1% | -4% | -8%
COc1cc(C(=O)Nc2nc(OC)c(-c3ccccc3)c(OC)n2)cc(OC)c1OC | 1.2 | -3% | i | -3% | -29% | -0.6% | ? | -1% | -5%
COc1ccc(C)c(-n2c(N)cc(=O)n(Cc3ccccc3)c2=O)c1 | 0.6 | 1% | i | -6% | 9% | -0.1% | 17% | · | -24%
CC1=CC(=O)C=CC1(C)C(Cl)Cl (stereo not given) | -2.8 | -8% | i | 1% | -18% | -0.6% | -4% | -1% | 1%
Cc1ccc(CCNC(=O)C(CC(C)C)NS(=O)(=O)c2ccc3c(c2)oc(=O)n3C)cc1 (stereo not given) | · | -2% | i | 1% | · | -1.2% | 20% | -1% | 0%
N#Cc1ccc(OCC(=O)Nc2cc(S(=O)(=O)N3CCOCC3)ccc2N2CCCC2)cc1 | 1.4 | -5% | i | 14% | 0% | 0.1% | -6% | -2% | -6%
CCCN(C(=O)c1cn(C)c(=O)c2ccccc12)c1ccccc1C | -3.5 | 5%&1% | i | 16%&-1% | 3% | -0.7%&0.8% | 17% | -9%&-9% | -26%&-9%
Cc1ccc(C(=O)/C=C/Nc2ccccc2C(N)=O)o1 | -1.9 | -9% | i | -6% | 6% | ? | ? | 17% | -38%
Cc1ccccc1Cn1c(CN2CCC(C(=O)NCc3cccnc3)CC2)cc2ccccc21 | · | 0% | · | 16µM* | · | 12% | · | ? | -45%
C[C@@H](O)C1NC(=O)[C@H](CCCCN)NC(=O)c2cc([N+](=O)[O-])cc(I)c2NCCC[C@@H](C(N)=O)NC1=O (stereo not given in full) | -0.3 | -21% | ? | 14% | 0% | -0.2% | 7% | 3% | 1%
O=C(COC(=O)C12CC3CC(CC(O)(C3)C1)C2)Nc1ccc(Cl)cc1F | 1.6 | -5% | i | -1% | 6% | 0.6% | ? | · | -18%
C=CCn1c(SCC(=O)Nc2cc(C)on2)nc2sc(C)c(C)c2c1=O | -0.4 | -4% | i | -14% | -1% | 0.3% | -20% | · | 3%

Quoted at random: five compounds from above.
SMILES | IL2 activator | A549 viability | S2 tox | TGFb inhibitor | EPAC2 ag | Nrf2 activator | Nrf2 block | ATXN2 expr inh | HepG2 viability
COc1cc(C(=O)Nc2nc(OC)c(-c3ccccc3)c(OC)n2)cc(OC)c1OC | 1.2 | -3% | i | -3% | -29% | -0.6% | ? | -1% | -5%
CC1CCC2(CC1)NC(=O)N(CC(=O)NC1CCCCC1C)C2=O (stereo not given) | -2.7 | -7% | i | 20% | -4% | -0.1% | -1% | -4% | -8%
COc1ccc(C)c(-n2c(N)cc(=O)n(Cc3ccccc3)c2=O)c1 | 0.6 | 1% | i | -6% | 9% | -0.1% | 17% | · | -24%
O=C(NCc1ccco1)C1CCCCN1S(=O)(=O)c1ccc(F)cc1 (stereo not given) | 0.9 | -4% | i | -4% | -5% | 0.3% | -8% | -11% | 3%
Cc1ccc(NC(=O)COC(=O)c2ccc(CN3CCCC3=O)cc2)c(Cl)c1 | -2.9 | 0% | i | -11% | 2% | -0.5% | 7% | -11% | -4%

Continuation:
SMILES | IL2 activator | A549 viability | S2 tox | TGFb inhibitor | EPAC2 ag | Nrf2 activator | Nrf2 block | ATXN2 expr inh | HepG2 viability
CCOC(=O)[C@]12CCC=C1N(Cc1ccco1)C(=O)[C@H](CC(=O)NCCCOC)C2 | -0.6 | · | i | · | 15% | -1.4% | · | 2% | ·
N#Cc1c(Nc2ccccc2)c(/C=N/N=C/c2ccccc2)c[nH]c1=O | -2.1 | -10% | i | 0% | -10% | 4.9% | 0% | -13% | 25%
COc1ccc(OCCCc2c(C)n[nH]c2C)cc1 | -0.7 | -15% | i | -23% | 1% | 2.8% | ? | -11% | -36%
N=c1sccn1CC(=O)Nc1cc(S(=O)(=O)N2CCCCC2)ccc1Cl | -2.6 | -2% | ? | 2% | 7% | 0.0% | 9% | -10% | -6%
COc1ccc(S(=O)(=O)N2CCCC2C(=O)Nn2cnnc2)cc1 (stereo not given) | 2.8 | -9% | i | -2% | 1% | -0.3% | 3% | 2% | 10%
COc1ccc(CN(C)C(C)C(=O)Nc2ccc([N+](=O)[O-])cc2Cl)cc1OC (stereo not given) | 0.2 | 6% | i | ? | 8% | 0.2% | ? | ? | -23%
COCCNC(=O)c1ccc(N2CCCCC2)c(NS(=O)(=O)c2ccc(C)cc2)c1 | 0.2 | -12% | i | 9% | -7% | -0.6% | -6% | 8% | 28%
C#Cc1ccc([C@H]2C=C(C(=O)NCc3ccccc3)O[C@@H](OCC)[C@@H]2CCCO)cc1 | -0.3 | -12% | i | ? | -5% | -0.9% | ? | ? | 2%
NNc1ccc(Cc2ccc(Cl)cc2Cl)nn1 | -1.5 | -1% | i | -9% | 7% | -0.5% | -5% | ? | -27%
CC(Oc1ccccc1)C(=O)Nc1nnc2n1CCS2 (stereo not given) | · | 0% | · | 7% | · | 3.1% | · | · | -4%
CCOC(=O)c1nc(C)sc1-c1ccnn1S(=O)(=O)c1ccccc1C(F)(F)F | -2.6 | 0% | i | ? | 6% | 0.7% | 8% | -3% | -75%
CCC(=O)NC(=S)Nc1ccc(NC(=O)c2ccc(Br)o2)cc1 | 1.1 | -4% | i | -5% | 14% | 0.9% | -35% | · | -2%
COc1ccc(S(=O)(=O)Nc2cccc3c2O[C@H](CN(C)S(=O)(=O)c2cn(C)cn2)[C@@H](C)CN([C@H](C)CO)C3=O)cc1 | -2.4 | 1% | i | 0% | 13% | -0.8% | -11% | 5% | 6%
COc1ccc(-c2cc(=O)n(-c3ccc([N+](=O)[O-])cc3)[nH]2)cc1 | -1.4 | ? | ? | ? | 5% | 7.3% | 3% | -6% | -21%
O=C(NC1CCN(Cc2ccccc2)CC1)C1CCN(S(=O)(=O)c2cccc3nsnc23)CC1 | -2.6 | 5% | i | -6% | 9% | -0.5% | -12% | -20% | -22%
COC(=O)Cc1c(C)nc2nc(NCc3c(F)cccc3Cl)[nH]n2c1=O | -1.8 | 16% | i | 7% | -3% | 0.0% | · | -7% | 0%
N#CC(Cc1ccccc1OC(F)F)c1nc2ccccc2[nH]1 (stereo not given) | 0.6 | -7% | i | 9% | 4% | 6.9% | -2% | -6% | 10%
Cc1c(Cl)cccc1NC(=O)C1CC(=O)N(C2CCCC2)C1 (stereo not given) | -0.7 | 0% | i | -16% | 10% | 3.5% | -9% | -5% | -7%
Nc1c(Cl)ncnc1NCCc1ccc(O)cc1 | -2.9 | -19% | i | -20% | -2% | 0.1% | 5.8µM* | -16% | -20%
COc1cc(/C=C(\C#N)c2nc3ccccc3[nH]2)cc(Br)c1OCc1ccccc1 | -0.3 | -8% | · | 11µM* | 6% | 5.7% | ? | ? | -29%
Cc1cccc(C(=O)O/N=C(\N)Cc2ccc([N+](=O)[O-])cc2)c1 | -0.5 | -6% | ? | -17% | 8% | 17% | 0% | -13% | -31%
Cc1ccc(-c2cc(C#N)c(=O)n(Cc3c(Cl)cccc3Cl)c2)cc1 | -1.0 | -15% | · | 17% | -2% | -0.4% | -1% | -18% | -4%
CCC(=O)N(CC)c1nc(-c2ccc(OC)cc2)cs1 | -2.6 | -6% | i | 17% | 4% | 2.6% | ? | 44%[activator] | -10%
COc1ccc([N+](=O)[O-])cc1NC(=O)C(C)Sc1ccccc1 (stereo not given) | -0.6 | 12% | i | 1% | -7% | 0.2%[9.22 µM] | 0% | -4% | 6%
COc1ccc(C=O)c2[nH]c3c(Cl)ncnc3c12 | -0.5 | 1% | i | 9% | 9% | 5.0% | 6% | -8% | 4%
O=C(NC1CCCC1)C(c1ccc(O)cc1)N(CC1CCCO1)C(=O)C1COc2ccccc2O1 (stereo not given) | -2.4 | 2% | i | -2% | 10% | 0.0% | 6% | 5% | -1%
CCCOc1ccccc1C(=O)N1CCCCC1CCN1CCCCC1 (stereo not given) | · | -21% | · | 4% | · | 0.0% | -6% | · | 5%
Cc1ccc(S(=O)(=O)Nc2cc(C)on2)cc1 | -1.9 | 0% | i | -1% | 4% | 0.5% | 1% | 6% | 5%
O=C(c1ccccc1)c1ccc2c(c1)OCCOCCOCCOCCO2 | -0.3 | 4% | i | -18% | 7% | 3.2% | -10% | 1% | -16%
CC(=O)c1ccc(NC(=O)CC(C)S(=O)(=O)c2ccc3c(c2)CCN3C(C)=O)cc1 (stereo not given) | -0.4 | 2% | i | 7% | 9% | -0.3% | -4% | 16% | 8%
CC(NC(=O)c1ccc(Cn2c(=O)c3cccn3c3cccnc32)cc1)c1ccccc1 (stereo not given) | · | 4% | · | -19% | · | -0.2% | 27% | · | -5%
Cc1ccc(NC2CCCN(C(=O)CCc3ccncc3)C2)cc1C (stereo not given) | -2.5 | 0% | i | 0% | 3% | -0.4% | -6% | -5% | 1%
